High-throughput results (PubChem)
RPL19A-GFP yeast: alters RPL19A-GFP fluorescence in TOR pathway yeast screen. S. cerevisiae RPL19A-GFP strain, flow cytometry, 3 h; stronger effect = lower value. percent response vs DMSO, % at 10 µM. actives 0.3% (n = 330,000). AID 2025;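 active = percent response vs DMSO below 50%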;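 note: median channel GFP fluorescence of the barcoded RPL19A-GFP strain; ratio of sample median GFP to plate DMSO average so 100% = DMSO; lower means less RPL19A-GFP as with rapamycin TOR inhibition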
Yeast superoxide: lowers age-related superoxide in aged yeast cells; superoxide response (% of plate mean), % at 10 µM; actives 0.18% (n = 330,000); S. cerevisiae aged cells, superoxide DHE fluorescence; stronger effect = lower value; AID 2690;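 active = superoxide response under a set limit, about three screen SD below normal, cut at about 65% in these data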;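 note: yeast aged for seven days with compound at 30 °C before DHE staining; 100% = average MFI of all compound-treated wells on the plate with controls excluded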
VLA-4 inh: inhibition in a human VLA-4 binding assay. inhibition, % (about 7 µM as worked out from the volumes in the protocol). P13612. AID 2557. actives 0.2% (n = 330,000). VLA-4 expressing cells, ligand binding flow cytometry; in the data active = inhibition above about 50%
LAP4-GFP MLPCN: modulators of TOR pathway LAP4-GFP in S. cerevisiae | S. cerevisiae LAP4-GFP multiplex, flow cytometry GFP, 3 h; median GFP as percent of DMSO wells | GFP response vs DMSO, % at 10 µM | actives 0.34% (n = 320,000) | AID 2023;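 active = GFP response vs DMSO above a set limit, about the screen mean plus 3 SD, cut at about 150% in these data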
CIT2-GFP yeast: yeast TOR pathway CIT2-GFP modulation. S. cerevisiae CIT2-GFP strain, flow cytometry, 3 h; 100 means same as DMSO wells. GFP response vs DMSO, % at 10 µM. actives 0.065% (n = 320,000). AID 2029;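 active = GFP response relative to DMSO above a set limit, near the screen mean plus 3 SD, cut at about 150% in these data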;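 note: ratio of well median GFP fluorescence to mean of DMSO wells on the plate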
GRK2 aptamer HTS: inhibitors of human GRK2 displacing RNA aptamer; P25098; bead flow cytometry, FAM-aptamer displacement from GRK2; inhibition of aptamer binding, % at 10 µM; actives 0.59% (n = 330,000);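 active = inhibition of aptamer binding above 40%, roughly 3 SD of noise, on plates passing a quality check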;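 note: median bead fluorescence of bound FAM aptamer so fluorescent compounds give negative values; no value below 0 was filed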
Target sequence (P25098 whole entry, looked up): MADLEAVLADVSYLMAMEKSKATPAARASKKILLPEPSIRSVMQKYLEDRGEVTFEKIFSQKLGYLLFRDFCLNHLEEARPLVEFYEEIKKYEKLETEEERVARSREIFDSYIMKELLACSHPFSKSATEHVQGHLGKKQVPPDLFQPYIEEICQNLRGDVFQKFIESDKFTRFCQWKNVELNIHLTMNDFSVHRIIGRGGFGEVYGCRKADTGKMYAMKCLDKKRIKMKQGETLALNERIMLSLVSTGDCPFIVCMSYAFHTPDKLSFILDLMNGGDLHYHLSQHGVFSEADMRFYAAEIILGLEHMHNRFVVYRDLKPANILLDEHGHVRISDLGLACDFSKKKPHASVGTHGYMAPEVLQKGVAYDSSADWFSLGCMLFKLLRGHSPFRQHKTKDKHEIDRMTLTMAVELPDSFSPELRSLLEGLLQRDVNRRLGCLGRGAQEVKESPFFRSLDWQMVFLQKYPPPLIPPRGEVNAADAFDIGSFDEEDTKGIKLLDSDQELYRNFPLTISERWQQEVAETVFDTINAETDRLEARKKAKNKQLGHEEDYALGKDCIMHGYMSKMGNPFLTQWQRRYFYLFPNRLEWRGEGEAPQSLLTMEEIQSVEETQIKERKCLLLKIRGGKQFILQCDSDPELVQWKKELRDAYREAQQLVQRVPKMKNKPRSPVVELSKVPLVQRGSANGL
MEP2-GFP yeast: yeast TOR pathway MEP2-GFP modulation; actives 0.51% (n = 330,000); GFP response vs DMSO, % at 10 µM; S. cerevisiae MEP2-GFP strain, flow cytometry GFP, 3 h; 100% = DMSO control level;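 active = GFP response versus DMSO above a set limit, roughly screen mean plus 3 SD, cut at about 180% in these data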;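 note: median GFP fluorescence of the barcode-gated MEP2-GFP cells per well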
AGP1 TOR yeast: modulators of TOR pathway AGP1-GFP in S. cerevisiae | GFP response vs DMSO, % at 10 µM | S. cerevisiae AGP1-GFP multiplex flow cytometry, 3 h; GFP as percent of DMSO wells | actives 0.02% (n = 320,000);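 active = GFP response relative to DMSO above a set limit, near screen average plus 3 SD, cut at about 150% in these data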;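 note: median GFP channel fluorescence of the gated AGP1 strain per well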
Numbers without * were called inactive; i = inactive; / = no result given.

SMILES | RPL19A-GFP yeast | Yeast superoxide | VLA-4 inh | LAP4-GFP MLPCN | CIT2-GFP yeast | GRK2 aptamer HTS | MEP2-GFP yeast | AGP1 TOR yeast
CCCC[n+]1ccn(-c2nc3ccccc3nc2[N-]S(=O)(=O)c2ccc(C)cc2)c1 | 98 | 113 | 4 | 93 | 97 | 0 | 106 | 98
Cc1c(C)c2ccc(OS(C)(=O)=O)c(C)c2oc1=O | 107 | 105 | 8 | 93 | 96 | 3 | 102 | 98
CCOc1ccc(NC(=S)N2CCC(NC(=O)c3ccco3)CC2)cc1 | 107 | 103 | 15 | 93 | 102 | 0 | 101 | 104
CN1CCC(N(C)C(=O)/C(C#N)=C/c2ccccc2)CC1 | 106 | 100 | -11 | 88 | 94 | 0 | 104 | 96
CCOCCCNC(=S)Nc1ccc(S(N)(=O)=O)cc1 | 104 | 112 | 6 | 94 | 107 | 0 | 104 | 104
Cc1ccc2nc(-c3ccc(Br)o3)oc(=O)c2c1 | 92 | 105 | 18 | 113 | 103 | 4 | 90 | 85
Cc1ccc(N2C(=O)N(CC(=O)NC(N)=O)C(=O)C2C)cc1 (stereo not drawn) | 102 | 68 | -11 | 96 | 96 | 2 | 104 | 98
Cc1ccc(N2CC(C(=O)Nc3nnc(SCC(=O)Nc4nc(C)cs4)s3)CC2=O)cc1 (stereo not drawn) | 108 | 103 | -3 | 113 | 116 | 1 | 119 | 113
O=C(OCC(=O)N1CCc2ccccc21)c1cccnc1 | 102 | 93 | 17 | 102 | 97 | 0 | 99 | /
CCOCCCN1CC(C(=O)NCCc2ccc(C)cc2)CC1=O (stereo not drawn) | 96 | 94 | 1 | 91 | 88 | 0 | 94 | 88
O=C(/C(=C/c1ccccc1)c1ccccc1)N1CCCCC1 | 101 | 97 | -4 | 95 | 106 | 0 | 101 | 107
COc1cc(NC(=O)COc2ccc(-n3cnnn3)cc2)cc(OC)c1OC | 92 | 81 | 10 | 90 | 91 | 1 | 92 | 89
CCS(=O)(=O)N1CCN(S(=O)(=O)c2ccc(F)cc2)CC1 | 99 | 93 | 17 | 93 | 88 | 1 | 97 | 100
CCOc1ccc(N2C(=O)c3cccnc3C2=O)cc1 | 96 | 112 | -9 | 98 | 102 | 0 | 104 | 100
CC1Sc2ccc(S(=O)(=O)NCCc3ccc(S(N)(=O)=O)cc3)cc2NC1=O (stereo not drawn) | 102 | 99 | 0 | 102 | 102 | 0 | 100 | 103
N=c1sccn1CC(=O)Nc1ccc2c(c1)CCC2 | 98 | 115 | 5 | 97 | 100 | 0 | 106 | 102
COc1ccc(Nc2nc3ccc(C)cc3n3cnnc23)cc1Cl | 98 | 98 | -17 | 101 | 99 | 2 | 103 | 99
CCOC(=O)N/N=C/c1ccc(C)o1 | 104 | 110 | 12 | 106 | 102 | 0 | 103 | 102
COc1cccc(CNC(=O)CCNS(=O)(=O)c2ccc3c(c2)oc(=O)n3C)c1 | 100 | 107 | 27 | 96 | 107 | 0 | 100 | 102
Cc1ccc(S(=O)(=O)N/N=C/c2cccc3nccnc23)cc1 | 116 | 96 | -4 | 111 | 104 | 0 | 104 | 113
COc1ccc(NC(=O)c2ccc(NC(=O)c3cccs3)cc2)cc1 | 106 | 77 | 7 | 67 | 89 | 0 | 98 | 90
COc1ccc(/C=C(\NC(=O)c2ccc([N+](=O)[O-])cc2)C(=O)NCCN2CCOCC2)cc1 | 105 | 119 | 7 | 101 | 95 | 0 | 109 | 95
O=C(COC(=O)C1CC(O)CN1S(=O)(=O)c1ccc(Cl)cc1)c1ccccc1Cl (stereo not drawn) | 105 | 92 | -2 | 89 | 89 | 0 | 103 | 88
C/C(=N\Nc1cccc(Cl)c1)c1ccncc1 | 101 | 97 | 6 | 100 | 95 | 3 | 99 | 102
NC(=O)Nc1ccc(C(=O)OCC(=O)NCc2ccc3c(c2)OCO3)cc1 | 100 | 106 | 6 | 105 | 98 | 0 | 99 | 102
O=C(NC12CC3CC(CC(C3)C1)C2)N1CCC(n2nnc3ccccc32)CC1 | 103 | 115 | 12 | 91 | 96 | 6 | 103 | 104
COc1ccccc1CN(C)C(=O)C(NC(=O)Cc1cccc2ccccc12)C(C)C (stereo not drawn) | 99 | 95 | -10 | 92 | 104 | 3 | 108 | 98
CCC(=O)Nc1cc2c(cc1C(C)=O)OCCO2 | 96 | 122 | 12 | 99 | 105 | 0 | 96 | 95
CCC(=O)N1CCN(c2ccc(NC(=O)c3ccco3)cc2)CC1 | 101 | 101 | -5 | 97 | 98 | 0 | 102 | 104
O=C(CCN1CCCCO1)N1CCCC(Nc2cccc(F)c2)C1 (stereo not drawn) | 96 | 107 | -10 | 87 | 102 | 1 | 91 | 96
CC(C)C[C@H](NC(=O)N1CCn2c1nc1ccccc12)C(=O)N[C@H](Cc1ccccc1)C(=O)O | 94 | 87 | -13 | 96 | 99 | 0 | 102 | 97
CCOC(=O)C1CCCN(Cc2ccc(OCc3ccccc3)cc2)C1 (stereo not drawn) | 103 | 99 | -4 | 104 | 101 | 0 | 110 | 103
COc1ccccc1OCCOCCn1cnc2ccccc2c1=O | 95 | 121 | 26 | 93 | 92 | 3 | 96 | 88
O=[N+]([O-])c1cnc(N2CCCCC2)c([N+](=O)[O-])c1 | 106 | 98 | 10 | 97 | 114 | 1 | 107 | 99
Cc1ccc2c(C)nc(N/C(N)=N/S(=O)(=O)c3ccccc3)nc2c1 | 101 | 103 | 5 | 101 | 94 | 0 | 88 | 100
CC(/C=C/c1cccc([N+](=O)[O-])c1)=N\NC(=O)c1ccncc1 | 89 | 102 | 0 | 105 | 92 | 5 | 89 | 96
Cc1cccc(CCNC(=O)CCc2nc(-c3ccccc3F)no2)c1 | 97 | 108 | 10 | 100 | 100 | 0 | 103 | 96
O=C(N/N=C1\CCCc2ccccc21)c1ccccc1Cl | 101 | 91 | 11 | 96 | 103 | 8 | 112 | 103
CSc1nsc(/C=C/Nc2ccc(C)c(C)c2)c1C#N | 107 | 106 | -15 | 101 | 101 | 1 | 101 | 98
Cc1ccc(N(CC(=O)NC2CCCC2)C(=O)c2ccc(C)s2)cc1 | 90 | 96 | 3 | 107 | 95 | 2 | 88 | 97
Cc1cc2nn(-c3ccc(Cl)cc3)nc2cc1N | 96 | 162 | -12 | 101 | 80 | 1 | 107 | 76
CCn1c(=O)c2c(nc3n2CCN3c2ccccc2)n(C)c1=O | 103 | 84 | 4 | 104 | 97 | 0 | 100 | 87
COc1cccc(NC(=O)C2CCCN2C(=O)Nc2cccc(F)c2)c1 (stereo not drawn) | 102 | 99 | 5 | 101 | 108 | 0 | 105 | 103
Brc1cccc(CNCc2cccs2)c1 | 109 | 103 | 8 | 97 | 108 | 7 | 107 | 106
C[C@]12c3[nH]c4ccccc4c3CCN1C(=O)C(CC(=O)NCCCn1ccnc1)C[C@@H]2C(=O)N1CCOCC1 (stereo partly drawn) | 107 | 94 | 27 | 100 | 101 | 2 | 105 | 98
CC(C)C[C@H](NC(=O)Nc1ccc(Oc2ccccc2)cc1)C(=O)O | 100 | 90 | i | 99 | 101 | 3 | 104 | 107
CC(C)CN1C(=O)c2ccc(C(=O)Nc3c[nH]c(=O)[nH]c3=O)cc2C1=O | 101 | 107 | 8 | 101 | 92 | 0 | 102 | 103
CCOc1ccc(N(C)C(=O)CCc2nnc3ccc(N4CCCCC4)nn23)cc1 | 108 | 108 | 4 | 116 | 117 | 2 | 111 | 124
N#Cc1c(C(F)(F)F)cc(-c2ccc(Cl)cc2)[nH]c1=O | 97 | 100 | -4 | 98 | 95 | 0 | 95 | 97
O=C(O)COc1ccc(/C=N/n2cnc3scc(-c4cccs4)c3c2=O)cc1 | 101 | 107 | 14 | 110 | 93 | 0 | 98 | 100
Cc1cc(Cl)ccc1NC(=O)CCCN1C(=O)CCC1=O | 101 | 90 | 22 | 104 | 105 | 0 | 106 | 104
COC(=O)c1ccc(COc2ccc(C(C)(C)C)cc2)o1 | 104 | 94 | -7 | 99 | 99 | 0 | 113 | 97
COc1ccc(-c2c(-c3cc(OC)c(OC)c(OC)c3)noc2C)cn1 | 97 | 96 | 14 | 104 | 93 | 0 | 90 | 86
COc1cc(-c2nnc(SCc3cc(=O)oc4cc(O)c(O)cc34)o2)cc(OC)c1OC | 98 | 93 | -4 | 100 | 99 | 20 | 112 | 101
CCN(CC)C(=O)CSc1nc2sc3c(c2c(=O)n1CCCOC)CCC3 | 106 | 92 | 14 | 100 | 107 | 0 | 109 | 102
FC(F)Oc1ccc(NC(=S)NC2CCSc3ccccc32)cc1 (stereo not drawn) | 102 | 123 | 4 | 96 | 89 | 0 | 100 | 91
COc1cc(NC(=O)c2ccc([N+](=O)[O-])cc2)c(OC)cc1NC(=O)CC(C)C | 94 | 101 | 3 | 113 | 94 | 1 | 99 | 99
COc1ccc(C2C(C(=O)c3ccccc3)=C(C)Nc3nc4ccccc4n32)c(OC)c1 (stereo not drawn) | 96 | 107 | 30 | 90 | 98 | 0 | 102 | 100
COc1ccc(-n2nc(C(=O)NCC(=O)NCCN(C)C)c3ccccc3c2=O)cc1 | 97 | 86 | -2 | 104 | 98 | 23 | 102 | 100
Cc1nc(N)c(CC(Br)CBr)c(Cl)n1 (stereo not drawn) | 98 | 92 | -18 | 102 | 103 | 1 | 113 | 103

Compound profiles (already shown). Values in the order: RPL19A-GFP yeast, Yeast superoxide, VLA-4 inh, LAP4-GFP MLPCN, CIT2-GFP yeast, GRK2 aptamer HTS, MEP2-GFP yeast, AGP1 TOR yeast
COC(=O)c1ccc(COc2ccc(C(C)(C)C)cc2)o1 as listed: 104, 94, -7, 99, 99, 0, 113, 97
COc1ccc(C2C(C(=O)c3ccccc3)=C(C)Nc3nc4ccccc4n32)c(OC)c1 (stereo not drawn) as listed: 96, 107, 30, 90, 98, 0, 102, 100

Reformatted with tabs: entries from further up.
structure	RPL19A-GFP yeast	Yeast superoxide	VLA-4 inh	LAP4-GFP MLPCN	CIT2-GFP yeast	GRK2 aptamer HTS	MEP2-GFP yeast	AGP1 TOR yeast
Cc1cc2nn(-c3ccc(Cl)cc3)nc2cc1N	96	162	-12	101	80	1	107	76
CCn1c(=O)c2c(nc3n2CCN3c2ccccc2)n(C)c1=O	103	84	4	104	97	0	100	87
COc1cccc(NC(=O)C2CCCN2C(=O)Nc2cccc(F)c2)c1 (stereo not drawn)	102	99	5	101	108	0	105	103
Brc1cccc(CNCc2cccs2)c1	109	103	8	97	108	7	107	106
C[C@]12c3[nH]c4ccccc4c3CCN1C(=O)C(CC(=O)NCCCn1ccnc1)C[C@@H]2C(=O)N1CCOCC1 (stereo partly drawn)	107	94	27	100	101	2	105	98

Going on with the list.
SMILES | RPL19A-GFP yeast | Yeast superoxide | VLA-4 inh | LAP4-GFP MLPCN | CIT2-GFP yeast | GRK2 aptamer HTS | MEP2-GFP yeast | AGP1 TOR yeast
CCOC(=O)c1c(C)[nH]c(C(=O)COC(=O)c2oc3ccccc3c2C)c1C | 93 | 109 | 9 | 101 | 105 | 0 | 105 | 109
COc1ccc(F)c(CN2CCC(N3CCC(C(=O)N4CCOCC4)CC3)CC2)c1 | 102 | 94 | 6 | 99 | 100 | 0 | 97 | 104
Cc1ccc(NC(=O)CSc2n[nH]c(-c3ccncc3)n2)cc1 | 109 | 100 | 5 | 118 | 112 | 1 | 105 | 109
O=C(CCNC(=O)c1ccc(Br)o1)NCc1ccccc1Cl | 93 | 94 | 14 | 93 | 96 | 2 | 91 | 94
CC(C)(C)c1ccc(O)c(O)c1 | 96 | 101 | 15 | 106 | 86 | 0 | 92 | 96
CCOC(=O)C1=C(C)NC(SCC(N)=O)=C(C#N)C1c1ccccc1 (stereo not drawn) | 90 | 92 | -4 | 89 | 91 | 0 | 99 | 92
CCC(CO)Oc1cc(NCc2cc(C)cc(C)c2)c2ncn(C(C)C)c2c1 (stereo not drawn) | 92 | 109 | 3 | 94 | 96 | 0 | 101 | 95
